PTHR1 agonist – qHTS for PTHR1 Agonists: Primary Screen | AID 743266, 2014 | Parathyroid hormone/parathyroid hormone-related peptide receptor (Homo sapiens), Q03431 | 410,000 tested, 0.075% active | HEK293 GP2 PTHR1 cells, GloSensor cAMP luminescence, 1 h | Potency, µM (series often up to 115 µM), without a hit: at the highest dose activation, usual class: activators; also: nearly all actives have a fitted effect of over 55% in size; some results filed as inactive show a strong effect at the top dose; inactives centre near -15; many of its hits are not listed in these tables
Target sequence (Q03431 whole entry, looked up): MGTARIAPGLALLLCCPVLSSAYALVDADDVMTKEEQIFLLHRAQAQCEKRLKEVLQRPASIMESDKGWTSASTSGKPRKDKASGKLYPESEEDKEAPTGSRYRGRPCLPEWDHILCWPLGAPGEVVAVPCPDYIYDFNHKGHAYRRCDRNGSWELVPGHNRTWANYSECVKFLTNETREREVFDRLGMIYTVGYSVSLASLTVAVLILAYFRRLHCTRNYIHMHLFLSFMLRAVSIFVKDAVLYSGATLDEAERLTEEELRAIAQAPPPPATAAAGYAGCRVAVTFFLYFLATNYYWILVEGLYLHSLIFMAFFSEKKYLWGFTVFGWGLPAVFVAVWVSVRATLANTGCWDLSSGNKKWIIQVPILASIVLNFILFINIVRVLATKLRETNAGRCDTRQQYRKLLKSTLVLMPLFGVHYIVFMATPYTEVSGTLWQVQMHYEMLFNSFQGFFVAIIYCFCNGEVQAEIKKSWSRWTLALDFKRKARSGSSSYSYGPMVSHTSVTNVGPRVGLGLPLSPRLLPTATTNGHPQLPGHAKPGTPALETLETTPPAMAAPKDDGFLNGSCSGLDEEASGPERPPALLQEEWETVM
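HEK-293-derived GP2 cells expressing PTHR1 and a GloSensor cAMP reporter, 3,000/well, plated overnight, given luciferin plus IBMX (each 0.5 mM as added) for 1 h at 37 °C, then compound for 1 h at 37 °C. Luminescence was read after 15 min at room temperature.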
TDP-43 yeast inh – qHTS of TDP-43 Inhibitors | AID 652104, 2013 | 410,000 tested, 1.8% active | TDP-43 expressing yeast growth rescue, BacTiter-Glo, 24 h | Potency, µM (doses to about 46.1 µM), inactives show at the top dose growth rescue (activation), actives largely listed as activators; also: % of control where 0% means no effect; nearly all actives have a fitted effect of over 50% in size
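Cell-based yeast growth screen: TDP-43 expression induced in galactose, inoculum OD600=0.02 after raffinose pregrowth to mid-log. Read-out BacTiter-Glo luminescence at 24 hr, 30 deg C; inhibition of toxicity seen as signal increase.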
EPAC1 ag – qHTS for Agonist of cAMP-regulated guanine nucleotide exchange factor 3 (EPAC1): primary screen. Potency, µM (titrated, usually from 154 µM), without a hit: at the top dose activation, usual class: activators. Rap guanine nucleotide exchange factor 3 (Homo sapiens), O95398. 360,000 tested, 0.073% active. EPAC1 agonist qHTS, biochemical assay; response scale: 100% = response to 6.5 mM cAMP; also: nearly all actives have a fitted effect of over 60% in size
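Fluorescent GDP-exchange assay: 100 nM EPAC1 with 250 nM Rap1B preloaded with BODIPY-GDP and 50 uM GDP; compounds tested as concentration series, 5 min at room temperature, then read every 5 min for 30 min (ex 480/em 540 nm); normalized to 6.5 mM cAMP.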
EPAC1 antagonist – qHTS for Antagonist of cAMP-regulated guanine nucleotide exchange factor 3 (EPAC1): primary screen; Rap guanine nucleotide exchange factor 3 (Homo sapiens), O95398; EPAC1 GEF assay, Rap1b-BODIPY-GDP exchange fluorescence; Potency, µM (titrated, usually from 115 µM), inactives show at the highest dose activity change, negative = inhibition, actives largely listed as inhibitors; 360,000 tested, 0.14% active; AID 720709, 2013;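 also: plate controls were vehicle for no effect and positive control for full effect; nearly all actives have a fitted effect of over 50% in size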
aSyn rescue – qHTS of alpha-syn Inhibitors. Yeast expressing alpha-synuclein, growth rescue, BacTiter-Glo, 24 h. Potency, µM (titrated, usually from 46.1 µM), for inactives: top-dose growth rescue (activation), hits mostly activators. 370,000 tested, 0.14% active. AID 652106, 2013; also: % of control where 0% means no effect; nearly all actives have a fitted effect of over 65% in size
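Galactose-induced alpha-syn yeast (OD600=0.02, raffinose-pregrown) + pinned cpd, 24 hr, 30 deg C; growth by BacTiter-Glo luminescence. Growth restoration scores as activation.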
EPAC2 ag – qHTS for Agonist of cAMP-regulated guanine nucleotide exchange factor 4 (EPAC2): primary screen; Rap guanine nucleotide exchange factor 4 (Homo sapiens), Q8WZA2; EPAC2 activation, biochemical qHTS; response scale: 100% = 6.5 mM cAMP response; 360,000 tested, 0.079% active; Potency, µM (series often up to 154 µM), for inactives: top-dose activation, usual class: activators; AID 720711, 2013; also: nearly all actives have a fitted effect of over 50% in size
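qHTS, titration series. 100 nM EPAC2 / 250 nM Rap1B-BODIPY-GDP / 50 uM GDP; RT; ex 480/em 540 nm, 5-min reads to 30 min. Norm. to 6.5 mM cAMP = activation.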
FUS suppressor – qHTS for Suppressors of FUS Proteinopathy: Primary screen using FUS-linked yeast assay. S. cerevisiae FUS-expressing, growth rescue, OD600, 24 h. 390,000 tested, 0.24% active. Potency, µM (series often up to 76.6 µM), without a hit: at the top dose growth rescue (activation), most hits filed as activators;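 also: plate controls were DMSO vehicle for no effect and reference control for full effect; nearly all actives have a fitted effect of over 55% in size; some results filed as inactive show a strong effect at the top dose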
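Steps: raffinose overnight preculture; dilution to OD 0.005 in 2% galactose minimal medium; compound addition (concentration series); 24hr at 30C, 99% humidity; absorbance read at 600 nm.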
EPAC2 antagonist – qHTS for Antagonist of cAMP-regulated guanine nucleotide exchange factor 2 (EPAC2): primary screen. EPAC2 GEF exchange of Rap1B-BODIPY-GDP, fluorescence. 360,000 tested, 0.18% active. AID 720708, 2013. Potency, µM (highest dose often 114 µM), inactives show at the highest dose activity, negative = inhibition, hits mostly inhibitors; also: % is scaled to controls: 0 for no effect and ±100 for the full control effect; nearly all actives have a fitted effect of over 45% in size; many of its hits are not listed in these tables
The depositor's hits bear a star; [ ] = another dose, or the depositor's remark. Calls follow the shape of the dose curve; as a rule, active = well fitted curve in the direction sought with a large enough effect; inconclusive = small, poorly fitted or top-dose-only effect, or another doubt; inactive = no such curve, though single readings can be large; an effect the other way counts as inactive or inconclusive. Potency is read from the fitted curve at half-maximal effect. Not all compounds are listed; count on the stated rates, not on these rows.

CN(CCCNC(=O)c1ccc(/C=N/O)nc1)CCCN(C)Cc1ccccc1 was read as PTHR1 agonist inactive, TDP-43 yeast inh -8%, EPAC1 ag 0%, EPAC1 antagonist -17%, aSyn rescue 0%, EPAC2 ag 10%, FUS suppressor 12% and EPAC2 antagonist 10%.
Screening O=C(NCCCN1CCOCC1)[C@@H]1CSC2c3ccccc3C(=O)N21 (stereo partly drawn) returned PTHR1 agonist -6%, TDP-43 yeast inh 10%, EPAC1 ag 6%, EPAC1 antagonist 6%, aSyn rescue -6%, EPAC2 ag 1%, FUS suppressor 5% and EPAC2 antagonist 6%.
For Cc1ccccc1-c1ccccc1CN1[C@@H](C(C)C)COCCS1(=O)=O the results were PTHR1 agonist -29%, TDP-43 yeast inh inconclusive, EPAC1 ag -14%, EPAC1 antagonist 0%, aSyn rescue 9%, EPAC2 ag -1%, FUS suppressor -3% and EPAC2 antagonist -20%.
For COC(=O)c1ccc(C(NC(=O)OCc2ccccc2)/C(F)=C/[C@@H](C)C(=O)NCc2ccc(-c3ccccc3)cc2)cc1 (stereo partly drawn) the results were PTHR1 agonist -18%, TDP-43 yeast inh 14%, EPAC1 ag 8%, EPAC1 antagonist -6%, aSyn rescue 10%, EPAC2 ag 10%, FUS suppressor 1% and EPAC2 antagonist 1%.
CCOc1ccccc1NC(=O)Cc1cccs1 was read as PTHR1 agonist -15%, TDP-43 yeast inh 23%, EPAC1 ag -6%, EPAC1 antagonist -17%, aSyn rescue -2%, EPAC2 ag 1%, FUS suppressor 35% and EPAC2 antagonist -3%.
`CCn1c(NC(=O)C2CCCCC2)nc2ccccc21` gave PTHR1 agonist inactive, TDP-43 yeast inh 17%, EPAC1 ag 5%, EPAC1 antagonist -7%, aSyn rescue -2%, EPAC2 ag -6%, FUS suppressor -1% and EPAC2 antagonist 4%.
O=C(OC1CCCCC1=O)c1ccc(S(=O)(=O)Nc2ccccc2)cc1 (stereo not drawn) was read as PTHR1 agonist -32%[inhibitor], TDP-43 yeast inh 0%, EPAC1 ag -10%, EPAC1 antagonist -17%, aSyn rescue 14%, EPAC2 ag 1%, FUS suppressor 30% and EPAC2 antagonist -1%.
`CC(C)C[C@H](NC(=O)CCn1nnc2ccccc2c1=O)C(=O)O` gave PTHR1 agonist inactive, TDP-43 yeast inh -6%, EPAC1 ag -11%, EPAC1 antagonist 2%, aSyn rescue -1%, EPAC2 ag -6%, FUS suppressor 11% and EPAC2 antagonist 11%.
Screening COc1ccccc1NC(=O)C(C)OC(=O)CC1CCCC1 (stereo not drawn) returned PTHR1 agonist -5%, TDP-43 yeast inh 8%, EPAC1 ag -4%, EPAC1 antagonist -7%, aSyn rescue -4%, EPAC2 ag 7%, FUS suppressor 10% and EPAC2 antagonist -5%.
CNc1nc(-c2ccccc2)cc(C)c1S(C)(=O)=O was read as PTHR1 agonist inactive, TDP-43 yeast inh 10%, EPAC1 ag -3%, EPAC1 antagonist -4%, aSyn rescue -1%, EPAC2 ag 9%, FUS suppressor -3% and EPAC2 antagonist -11%.
For COC(=O)c1c(C)nc2c(c(SC)nn2-c2ccccc2)c1N the results were PTHR1 agonist inactive, TDP-43 yeast inh -11%, EPAC1 ag -12%, EPAC1 antagonist -2%, aSyn rescue -13%, EPAC2 ag 0%[15.6 µM], FUS suppressor 1% and EPAC2 antagonist 0%.
Screening O=C(CCn1cnc(-c2ccccc2)c1-c1ccccc1)N/N=C/c1ccc(O)cc1 returned PTHR1 agonist -8%, TDP-43 yeast inh 15%, EPAC1 ag 10%, EPAC1 antagonist 0%, aSyn rescue 0%, EPAC2 ag 13%, FUS suppressor 11% and EPAC2 antagonist -21%.
For COc1ccc(-c2cc3c(c4c2ccn4C)C2CCC3O2)cc1OC (stereo not drawn) the results were PTHR1 agonist -41%, TDP-43 yeast inh inconclusive, EPAC1 ag -4%, EPAC1 antagonist -14%, aSyn rescue 2%, EPAC2 ag 2%, FUS suppressor 15% and EPAC2 antagonist inconclusive.
Screening COc1ccc(N(CC(=O)NCCSc2ccccc2)S(=O)(=O)c2ccccc2)cc1 returned PTHR1 agonist -21%, TDP-43 yeast inh 27%, EPAC1 ag 18%, EPAC1 antagonist -1%, aSyn rescue 1%, EPAC2 ag 14%, FUS suppressor 24% and EPAC2 antagonist -3%.
C=CC[C@H](CC(=O)NCCO)C(=O)N[C@@H](COC(=O)[C@@H](CC=C)Cc1ccc(F)cc1)Cc1c[nH]c2ccccc12 was read as PTHR1 agonist -25%, TDP-43 yeast inh 2%, EPAC1 ag -8%, EPAC1 antagonist -7%, aSyn rescue -1%, EPAC2 ag 1%, FUS suppressor 22% and EPAC2 antagonist -14%.
`Cc1sc2nc(CSC(C)C(=O)Nc3ccccn3)[nH]c(=O)c2c1C` (stereo not drawn) gave PTHR1 agonist -36%, TDP-43 yeast inh 3%, EPAC1 ag 2%, EPAC1 antagonist 5%, aSyn rescue 0%[1.84 µM], EPAC2 ag 0%, FUS suppressor inconclusive and EPAC2 antagonist 5%.
`Nc1ncnc2nc(SCc3ccccc3)[nH]c12` gave PTHR1 agonist inactive, TDP-43 yeast inh -5%, EPAC1 ag -7%, EPAC1 antagonist -2%, aSyn rescue -7%, EPAC2 ag 2%, FUS suppressor 39% and EPAC2 antagonist -9%.
`O=C(O)CCC(=O)N1CCN(S(=O)(=O)c2cccs2)CC1` gave PTHR1 agonist inactive, TDP-43 yeast inh -7%, EPAC1 ag 5%, EPAC1 antagonist -27%, aSyn rescue 0%, EPAC2 ag 5% and EPAC2 antagonist -1%.
Cc1cc(CNC(=O)c2cc(COc3ccc(F)c(F)c3)on2)nn1C was read as PTHR1 agonist -29%, TDP-43 yeast inh 29%, EPAC1 ag 4%, EPAC1 antagonist -19%, aSyn rescue 3%, EPAC2 ag 6% and EPAC2 antagonist -7%.
Screening Cc1ccc(-n2nnnc2SCC(=O)NC2CCCc3ccccc32)cc1 (stereo not drawn) returned PTHR1 agonist -10%, TDP-43 yeast inh 4%, EPAC1 ag 6%, EPAC1 antagonist 4%, aSyn rescue 0%, EPAC2 ag -2% and EPAC2 antagonist 0%.
For CC1(c2ccccc2)NC(=O)N(CC(=O)N2CCN(S(=O)(=O)c3cccs3)CC2)C1=O (stereo not drawn) the results were PTHR1 agonist -13%, TDP-43 yeast inh 18%, EPAC1 ag -51%[inhibitor], EPAC1 antagonist 3%, aSyn rescue -1%, EPAC2 ag 20%, FUS suppressor 8% and EPAC2 antagonist -13%.
Screening CN(Cc1ccccc1)S(=O)(=O)c1nnc(NC(=O)c2ccc(F)cc2)s1 returned PTHR1 agonist -46%[inhibitor], TDP-43 yeast inh -16%, EPAC1 ag 2%, EPAC1 antagonist 20%, aSyn rescue -1%, EPAC2 ag 11%, FUS suppressor 8% and EPAC2 antagonist -7%.
Screening O=[N+]([O-])c1cccc(S(=O)(=O)Nc2ccc(-c3ccc(N4CCCC4)nn3)cc2)c1 returned PTHR1 agonist -16%, TDP-43 yeast inh 5%, EPAC1 ag -2%, EPAC1 antagonist -9%, aSyn rescue 5%, EPAC2 ag -2%, FUS suppressor 20% and EPAC2 antagonist 2%.
`COc1ccc(CCN(C)C(=O)CCc2nnc(-c3ccccc3)o2)cc1OC` gave PTHR1 agonist -21%, TDP-43 yeast inh 9%, EPAC1 ag 1%, EPAC1 antagonist -2%, aSyn rescue 10%, EPAC2 ag 6%, FUS suppressor 4% and EPAC2 antagonist 2%.
`O=C(c1cc(-c2ccc(Cl)c(Cl)c2)on1)N1CCN(c2ccccc2)CC1` gave PTHR1 agonist -35%, TDP-43 yeast inh -18%, EPAC1 ag 13%, EPAC1 antagonist 5%, aSyn rescue 2%, EPAC2 ag 13%, FUS suppressor -4% and EPAC2 antagonist -1%.
Screening CC(C)(C)NC(=O)CSc1nc2scc(-c3ccccc3)c2c(=O)[nH]1 returned PTHR1 agonist -7%, TDP-43 yeast inh -21%, EPAC1 ag -8%, EPAC1 antagonist -12%, aSyn rescue -5%, EPAC2 ag -9% and EPAC2 antagonist 13%.
C[N+]1(CCC(=O)c2ccccc2)CCCCC1 was read as PTHR1 agonist inactive, TDP-43 yeast inh -1%, EPAC1 ag 4%, EPAC1 antagonist -9%, aSyn rescue -3%, EPAC2 ag -5%, FUS suppressor 1% and EPAC2 antagonist 14%.
`CSCCC(NC(=O)c1ccccc1Cl)C(=O)NCCOc1ccc(C)cc1` (stereo not drawn) gave PTHR1 agonist -5%, TDP-43 yeast inh 10%, EPAC1 ag 2%, EPAC1 antagonist 0%, aSyn rescue 3%, EPAC2 ag 5%, FUS suppressor 2% and EPAC2 antagonist -16%.
Screening COc1ccc(NC(=O)Nc2ccc(Cc3ccncc3)cc2)cc1OC returned PTHR1 agonist -21%, TDP-43 yeast inh 10%, EPAC1 ag 1%, EPAC1 antagonist -5%, aSyn rescue 1%, EPAC2 ag -10%, FUS suppressor 5% and EPAC2 antagonist 4%.
Screening CC(C)NC(=O)CSc1nnc(COc2ccccc2Cl)o1 returned PTHR1 agonist inactive, TDP-43 yeast inh -1%, EPAC1 ag 8%, EPAC1 antagonist 7%, aSyn rescue 7%, EPAC2 ag 3%, FUS suppressor -10% and EPAC2 antagonist 17%.

Two entries picked at random from those above, as already listed:
Screening COc1ccc(NC(=O)Nc2ccc(Cc3ccncc3)cc2)cc1OC returned PTHR1 agonist -21%, TDP-43 yeast inh 10%, EPAC1 ag 1%, EPAC1 antagonist -5%, aSyn rescue 1%, EPAC2 ag -10%, FUS suppressor 5% and EPAC2 antagonist 4%.
For CC1(c2ccccc2)NC(=O)N(CC(=O)N2CCN(S(=O)(=O)c3cccs3)CC2)C1=O (stereo not drawn) the results were PTHR1 agonist -13%, TDP-43 yeast inh 18%, EPAC1 ag -51%[inhibitor], EPAC1 antagonist 3%, aSyn rescue -1%, EPAC2 ag 20%, FUS suppressor 8% and EPAC2 antagonist -13%.

Source: PubChem BioAssay (National Center for Advancing Translational Sciences (NCATS))
